GAA glycogen = inhibitors or activators of human alpha-glucosidase glycogen cleavage; P10253; AID 2100; recombinant GAA, glycogen substrate, Amplex Red glucose oxidase fluorescence; 300,000 tested, 0.38% active; Potency, µM (series often up to 76.4 µM), for inactives: at the top dose activity change, negative = inhibition, usual class: inhibitors;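 note: 0% = full enzyme reaction and -100% = no-enzyme basal signal; the screen sought inhibitors and activators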
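qHTS, 1536-well; enzyme 4 nM final; cpd up to 77 uM; substrate bovine liver glycogen 30 ug; 50 mM citrate/phosphate pH 5.0, 0.01% Tween-20; 37 C, 40 min; Amplex Red detection 45 min RT; Hill fit → AC50.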
RECQ1 helicase = blocks DNA unwinding by human RECQ1. RECQ1 DNA unwinding, red fluorescence kinetic read. Potency, µM (series often up to 57.3 µM), inactives show at the highest dose activity, negative = inhibition, actives largely listed as inhibitors. 240,000 tested, 0.54% active;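 note: plate controls were vehicle for no effect and no enzyme for full effect; nearly all actives have a fitted effect of over 30% in size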
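50 nM RECQ1T1 preincubated 15 min with compound in Tris pH 8.0 buffer with MgCl2, DTT, Tween-20 and 2.5 ug/ml poly(dI-dC); started with 200 nM TAMRA/BHQ-2 forked duplex and 2 mM ATP. Unwinding read as fluorescence (525/598 nm), two reads 2 h apart.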
GoLoco inh red = blocks human Gai1 binding to RGS12 GoLoco peptide, red readout; Gai1:RGS12 GoLoco peptide FP, rhodamine, 10 min; P63096; 230,000 tested, 0.44% active; AID 880; Potency, µM (series often up to 61.6 µM), for the others: top-dose activity, negative = inhibition, hits mostly inhibitors; active = well fitted inhibition curve with a large enough effect, not every such curve was filed as active; inactive = no such curve, though single readings can be large or run the other way; note: nearly all actives have a fitted effect of over 30% in size; many of its hits are not listed in these tables
TRb-SRC2 inh = TRbeta-SRC2 interaction inhibition; P10828; TRbeta-SRC2 peptide binding, fluorescence polarization; receptor liganded with 1 µM T3; Potency, µM (series often up to 106 µM), without a hit: at the highest dose activity change, negative = inhibition, usual class: inhibitors; 280,000 tested, 0.065% active; AID 1469;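 note: plate controls were bound peptide for no effect and peptide without receptor for full effect; nearly all actives have a fitted effect of over 50% in size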
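Human TRb LBD (0.6 uM) plus Texas Red-labeled SRC2 peptide (20 nM), 1uM T3, 5% DMSO, 5 hr at ambient temperature. Decreased polarization (555/632 nm) flags inhibition; data normalized to free and bound peptide controls.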
TexasRed fluor = Texas Red fluorescence interference in TRb-SRC2 counter-screen. TRb/SRC2 Texas Red total fluorescence interference. Potency, µM (highest dose often 106 µM), inactives show at the highest dose fluorescence change, negative = quenching. 280,000 tested, 0.29% active. AID 1479; active = well fitted curve in either direction with a large enough effect; inconclusive = small, poorly fitted or top-dose-only effect
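Flags fluorescent or light-absorbing compounds by total fluorescence, S + 2P, at 555 nm excitation and 632 nm emission. Mixture: 20 nM Texas Red SRC2 peptide, 0.6 uM human TRb LBD, 1 uM T3, 5% DMSO; compound exposure 5 h at ambient temperature.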
L3MBTL1 block = L3MBTL1 (human) inhibition. 230,000 tested, 0.66% active. Potency, µM (titrated, usually from 57.1 µM), without a hit: top-dose activity, negative = inhibition, hits mostly inhibitors. AID 485360. Q9Y468. AlphaScreen L3MBTL1–H3K9me1 peptide binding; note: nearly all actives have a fitted effect of over 60% in size
Target sequence (Q9Y468 whole entry, looked up): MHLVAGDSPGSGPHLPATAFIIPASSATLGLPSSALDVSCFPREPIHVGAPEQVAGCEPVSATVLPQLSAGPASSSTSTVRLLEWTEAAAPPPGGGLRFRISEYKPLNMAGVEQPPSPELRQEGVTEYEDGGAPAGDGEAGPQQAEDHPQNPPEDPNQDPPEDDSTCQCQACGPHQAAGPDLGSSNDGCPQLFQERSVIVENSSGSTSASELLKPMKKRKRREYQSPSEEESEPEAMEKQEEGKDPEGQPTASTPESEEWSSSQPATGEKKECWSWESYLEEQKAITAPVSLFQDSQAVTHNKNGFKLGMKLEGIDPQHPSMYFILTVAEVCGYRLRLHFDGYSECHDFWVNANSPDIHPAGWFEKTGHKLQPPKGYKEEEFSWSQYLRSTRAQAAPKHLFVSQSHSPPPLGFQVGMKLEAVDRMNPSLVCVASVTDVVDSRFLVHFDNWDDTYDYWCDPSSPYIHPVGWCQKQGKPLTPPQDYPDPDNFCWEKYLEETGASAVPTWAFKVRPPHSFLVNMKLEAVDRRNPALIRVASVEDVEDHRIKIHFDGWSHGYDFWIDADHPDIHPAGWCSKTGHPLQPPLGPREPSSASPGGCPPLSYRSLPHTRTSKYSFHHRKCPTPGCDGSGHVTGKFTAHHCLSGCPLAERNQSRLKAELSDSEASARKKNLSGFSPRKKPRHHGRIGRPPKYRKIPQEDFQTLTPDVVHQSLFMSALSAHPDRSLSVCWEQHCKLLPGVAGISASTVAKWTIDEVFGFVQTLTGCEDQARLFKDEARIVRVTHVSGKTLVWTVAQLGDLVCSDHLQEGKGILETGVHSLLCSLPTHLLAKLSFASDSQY
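L3MBTL1 (50 nM) pre-complexed 30 min with biotinylated H3(1-15)K9me1 peptide (75 nM), then compounds added for 30 min at room temperature; AlphaScreen streptavidin donor/nickel chelate acceptor beads (10 ug/mL final) read after 30 min dark incubation.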
GAA inhib = inhibitors of human lysosomal alpha-glucosidase; P10253; purified human GAA, 4-MU-alpha-glucoside fluorescence; Potency, µM (titrated, usually from 76.9 µM), for the others: at the top dose activity change, negative = inhibition, usual class: inhibitors; 200,000 tested, 0.005% active;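 note: plate controls were uninhibited enzyme wells for no effect and no-enzyme background for full effect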
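qHTS format, compound range up to 77 uM. Human lysosomal enzyme at 4 nM, 400 uM 4-MU glucoside substrate, pH 5.0, 20 min room temperature; fluorescence after alkaline stop gives activity normalized to controls.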
aGlu spleen mod = inhibits or activates alpha-glucosidase in human spleen homogenate | P10253 | human spleen homogenate, 4-MU-alpha-glucoside fluorescence | Potency, µM (series often up to 79.9 µM), for inactives: at the top dose activity change, negative = inhibition, most hits filed as inhibitors | 240,000 tested, 0.006% active | AID 2112;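 note: 0% = enzyme with vehicle and -100% = no enzyme basal signal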
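Human spleen homogenate (1 ug) incubated with compounds and 1 mM 4-methylumbelliferyl-alpha-D-glucopyranoside in pH 5.0 citrate/phosphate buffer, 37 C, 40 min. Stopped at pH 10; 4-MU fluorescence (Ex 365/Em 440 nm); AC50 by Hill fit.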
Numbers without * were called inactive; i = inactive; u = inconclusive; x = not tested or not shown; & = joins results of further samples; [ ] = another dose, or the depositor's remark. Unless noted, calls come from the whole dose curve; as a rule, active = well fitted curve in the direction sought with a large enough effect; inconclusive = small, poorly fitted or top-dose-only effect, or another doubt; inactive = no such curve, though single readings can be large; an effect the other way counts as inactive or inconclusive. Unless noted, % is set by controls: 0 for no effect and ±100 for the full control effect; potency is the fitted concentration of half-maximal effect. These rows are one share of the data; the hit share may differ from the screen's.

A first look:
SMILES | GAA glycogen | RECQ1 helicase | GoLoco inh red | TRb-SRC2 inh | TexasRed fluor | L3MBTL1 block | GAA inhib | aGlu spleen mod
CC(=O)Nc1nonc1-c1nc2ccccc2n1Cc1ccccc1 | 6% | -22% | 29% | -15% | -2% | 0% | 3% | -5%
CC(C)(C)Nc1nc(N2CCCC2)nc(N2CCCC2)n1 | 8% | -12% | 2% | -2% | -1% | -5% | 6% | 2%
COc1ccc(C)cc1-n1nnnc1SCC(=O)c1cc(C)n(Cc2ccco2)c1C | -2% | -11% | 12% | 0% | -4% | u | -7% | -4%
COc1ccccc1NC(=O)CN1CCN(CC(=O)Nc2cc(NC(C)=O)ccc2OC)CC1 | 4% | -9% | 5% | -7% | -3% | 6% | 0% | -15%

All compounds of this part, previewed entries included:
SMILES | GAA glycogen | RECQ1 helicase | GoLoco inh red | TRb-SRC2 inh | TexasRed fluor | L3MBTL1 block | GAA inhib | aGlu spleen mod
CC(=O)Nc1nonc1-c1nc2ccccc2n1Cc1ccccc1 | 6% | -22% | 29% | -15% | -2% | 0% | 3% | -5%
CC(C)(C)Nc1nc(N2CCCC2)nc(N2CCCC2)n1 | 8% | -12% | 2% | -2% | -1% | -5% | 6% | 2%
COc1ccc(C)cc1-n1nnnc1SCC(=O)c1cc(C)n(Cc2ccco2)c1C | -2% | -11% | 12% | 0% | -4% | u | -7% | -4%
COc1ccccc1NC(=O)CN1CCN(CC(=O)Nc2cc(NC(C)=O)ccc2OC)CC1 | 4% | -9% | 5% | -7% | -3% | 6% | 0% | -15%
CCc1cccc(OCC(=O)Nc2ccc(S(=O)(=O)Nc3onc(C)c3C)cc2)c1 | -4% | 4% | 2% | -4% | 0% | x | 1% | -6%
CCn1c(SCC(=O)Nc2ccccc2)nc2c1c(=O)n(C)c(=O)n2C | 3% | 1% | -7% | -5% | 0% | 39%[activator] | -4% | 2%
CCN(CC)CC(O)COc1ccccc1C(=O)CCc1ccccc1 (stereo not drawn) | 8% | -7% | x | 6% | 2% | 4% | -7% | 2%
CCn1c(-c2ccsc2)nc2c1c(=O)[nH]c(=O)n2Cc1ccccc1 | -8% | i | 2% | -9% | -3% | 9% | 1% | 3%
O=c1cc(O)c(-c2ccc(Cl)c(Cl)c2)c(Cl)[nH]1 | 6% | -6% | 4% | -1% | -1% | 13% | -1% | 0%
CC(=O)Nc1ccc(N2C(=O)CSC2c2ccc(F)cc2)cc1 (stereo not drawn) | 6% | -2% | 3% | -19% | -1% | x | -8% | 3%
N#Cc1ccccc1NC(=O)c1cccc(COc2ccc(Cl)cc2Cl)c1 | 9% | -3% | -6% | 6% | 0% | -17% | -12% | -6%
COc1ccc(-c2nn3c(-c4ccccc4)nnc3s2)cc1OC | 2% | 0% | 18% | -15% | -4% | 6% | -2% | -6%
COc1cccc(NC(=O)CN(C)C(C)C(=O)Nc2ccc(S(=O)(=O)N3CCCC3)cc2)c1 (stereo not drawn) | -15% | i | -4% | 0% | -1% | -13% | -9% | -13%
COC(=O)c1ccsc1NC(=O)CSc1nnnn1Cc1ccccc1 | -2% | -1% | 12% | -7% | -2% | -1% | -1% | 4%
Cc1ccc2c(c1)c(-c1ccccc1)nc1nncn12 | -1% | 0% | 1% | 3% | -4% | 7% | -3% | -8%
O=S(=O)(/N=C(\c1ccc(Cl)cc1)N1CCOCC1)c1ccccc1 | 1% | -2% | 1% | -16% | 1% | -4% | -1% | -7%
Brc1ccc(-c2nnc3n2-c2ccccc2CC3)cc1 | -10% | -3% | 1% | -21% | -1% | -1% | 0% | -12%
CCCCCn1c(=O)c(C(=O)c2ccccc2)nc2ccccc21 | 3% | -8% | -3% | -20% | 0% | -6% | -5% | -15%
CC(=O)c1cnn(-c2ccc(Cl)c(Cl)c2Cl)c1C | -4% | -14% | 3% | -3% | -1% | 11% | x | -2%
CCCN(CCC)CCNC(=O)C1CC(=O)N(c2ccc(OC)cc2)C1c1ccc(OC)cc1 (stereo not drawn) | 0% | -7% | 7% | -5% | -3% | 8% | -2% | -7%
CC(C)c1ccc(C(=O)NCCCN2CCN(CCCNC(=O)c3ccc(C(C)C)cc3)CC2)cc1 | -6% | i | 8% | 8% | -2% | 0% | -10% | -21%
O=C1CCN=C(Nc2ccc(F)cc2)N1Cc1ccccc1 | 8% | i | 0% | 6% | -6% | x | -5% | -4%
CCOC(=O)CC(NS(=O)(=O)c1ccc(OC)c(OC)c1)c1cccc([N+](=O)[O-])c1 (stereo not drawn) | 3% | i | -1% | 4% | -3% | 2% | 2% | 5%
CC(C(=O)NC1CC1)c1ncc(C(F)(F)F)cc1Cl (stereo not drawn) | 16% | -7% | 4% | 2% | -3% | 5% | u | -1%
Cc1cccc(OCC(=O)Nc2ccc(N3CCCC3)cc2)c1C | -4% | 1% | 13% | -8% | -9% | -12% | -12% | 9%
CC(c1ccon1)N(C)C(=O)CCc1nnc(C2(c3ccc(Cl)cc3)CCC2)o1 (stereo not drawn) | -5% | i | 0% | 3% | 1% | 2% | 3% | 4%
Cc1nn(-c2ccc(F)cc2)c(Cl)c1/C=N/NC(=O)c1cccs1 | 13% | -10% | 2% | 6% | 2% | 10% | 9% | 1%
COc1ccc(CCN2C(=O)CC(NNC(=O)c3ccccc3Br)C2=O)cc1OC (stereo not drawn) | -11% | i | -3% | -6% | -1% | -1% | 1% | 6%
O=C1C(Cc2ccc(O)cc2)NC(=S)N1C1CCCCC1 (stereo not drawn) | -5% | -12% | -1% | 6% | -3% | 1% | x | -1%
Cn1ccnc1SCC(=O)Nc1ccc(Oc2ccccc2)cc1 | 7% | -2% | 6% | -2% | -2% | -14% | -4% | 8%
CN(C)S(=O)(=O)N1CCN(S(=O)(=O)c2ccc3ccccc3c2)CC1 | -2% | 0% | 5% | -7% | -1% | x | -1% | -11%
Cc1nc2scc(-c3ccccc3)c2c(=O)n1N | 6% | -5% | -10% | -20% | 2% | -2% | -3% | -6%
C=CCn1c(COc2ccccc2)nnc1SCc1ccc(C#N)cc1 | -5% | -1% | -14% | -12% | -1% | 7% | 5% | 2%
Cc1ccc(C)c(CN2CCNC2=O)c1 | -3% | 12% | 5% | -2% | -6% | 0% | 6% | 5%
C1=Nc2ccccc2CN1c1ccccc1 | -5% | 4% | 1% | 8% | 1% | 0% | 4% | -1%
CCOc1ccc2[nH]c(C)c(CN(C)C)c(=O)c2c1 | 2% | 21% | 4% | 1% | -4% | -3% | 1% | 1%
CN1C(=O)C2(c3ccccc31)C1CCCC=C1C(C#N)=C(N)C2(C#N)C#N (stereo not drawn) | 10% | u | 34%[activator] | -14% | 17% | x | u | -6%
Cc1ccc(N2C(=O)C3ON(c4ccccc4)C(c4ccncc4)C3C2=O)c(C)c1 (stereo not drawn) | -5% | -16% | -4% | -17% | 2% | 3% | -10% | -1%
NC(=O)C1(N2CCCCC2)CCN(C(=O)CSc2nc3ccccc3[nH]2)CC1 | -2% | -16% | 11% | -2% | -5% | -6% | 0% | -7%
CN(C)/C=C(\C(=O)c1ccc(F)cc1F)c1nnnn1-c1ccccc1 | -1% | -1% | 3% | -4% | -6% | -2% | 0% | 2%
CCC(=O)NC(=S)Nc1cccc(NC(=O)CC)c1 | -2% | -1% | 7% | 5% | 0% | 6% | -9% | 4%
O=C(NCC1CCCO1)c1ccc(CS(=O)(=O)c2ccc(Br)cc2)o1 (stereo not drawn) | 3% | -2% | -4% | 2% | -3% | x | -7% | 0%
Cc1ccc(N(CN2C(=O)C3CC=CCC3C2=O)C(=O)c2ccco2)cc1Cl (stereo not drawn) | 10% | i | 0% | -16% | 0% | -3% | -7% | -1%
Nc1nc2c([nH]c(=O)n2C2OC(CO)C(O)C2O)c(=O)[nH]1 (stereo not drawn) | x | -12% | 1% | 2% | 2% | x | x | 0%
COc1cc(OC)c2c(-c3ccccc3)cc(=O)oc2c1C(CCN1CCN(c2ccccc2)CC1)c1ccc(N(C)C)cc1 (stereo not drawn) | -1% | u | 3% | -10%&7% | -2%&-2% | x | x | -2%&-18%
COc1ccc(/C=C2\CCCc3c2nc2ccccc2c3C(=O)O)cc1OC | u | -7% | 25µM* | -4% | 4% | u | x | -8%
CCn1c(SCCC(=O)Nc2ccccc2)nnc1-c1ccc(OC)cc1 | 3% | i | -4% | -4% | 2% | x | -10% | -2%
CC(=O)N1CCc2cc(S(=O)(=O)NCCC(=O)Nc3cccc(C)c3C)ccc21 | 0% | -2% | -4% | 9% | -1% | x | 2% | 2%
C=C1c2cc(OC)ccc2NC(=O)N1CC | -1% | 0% | -14% | -5% | -1% | -3% | u | 3%
Fc1ccc(OCCCCCN2CCCC2)cc1 | 11% | -6% | 6% | 2% | -5% | -10% | 1% | 1%
O=C(OCCCCN1C(=O)c2ccccc2C1=O)c1ccc(S(=O)(=O)N2CCCC2)cc1 | -8% | i | 1% | 2% | 1% | 11% | -7% | 0%
COC(=O)c1ccc(Sc2ccc(F)cc2)c(N)c1 | 0% | -8% | -10% | -5% | -3% | x | -8% | 6%
COc1cc(NC(=O)Cc2ccc(F)cc2)cc(OC)c1OC | -12% | -8% | 1% | 1% | 0% | x | -3% | -1%
Cc1cccc(N/C=C/C(=C(C#N)C#N)N(C)C)c1 | 1% | -1% | 6% | 0% | -1% | 4% | -2% | -15%
CCOc1cc(S(=O)(=O)N(CC)CC)c(OCC)cc1-n1cnnn1 | 11% | -4% | 13% | -1% | 1% | -2% | -9% | -2%
CCOC(=O)NC(=O)c1cn(Nc2ncc(C(F)(F)F)cc2Cl)c(=O)[nH]c1=O | 3% | 1% | 23% | -8% | -2% | -3% | -2% | -10%
CC(C)(C)NC(=O)C1CC(=O)OC1(C)C (stereo not drawn) | 0% | -1% | 9% | 10% | 3% | 27%[11.4 µM] | -1% | 1%
